NPY Y2 blocker = NPY-Y2 receptor antagonists, primary screen, cell-based; Neuropeptide Y receptor type 2 (Homo sapiens), P49146; NPY-Y2 expressing cells, antagonist mode; inhibition, % at 2.7 µM; 140,000 tested, 0.99% active; in the data active = inhibition above about 17%;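 note: 0% = vehicle with agonist challenge and 100% = reference antagonist with challenge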
Target sequence (P49146 whole entry, looked up): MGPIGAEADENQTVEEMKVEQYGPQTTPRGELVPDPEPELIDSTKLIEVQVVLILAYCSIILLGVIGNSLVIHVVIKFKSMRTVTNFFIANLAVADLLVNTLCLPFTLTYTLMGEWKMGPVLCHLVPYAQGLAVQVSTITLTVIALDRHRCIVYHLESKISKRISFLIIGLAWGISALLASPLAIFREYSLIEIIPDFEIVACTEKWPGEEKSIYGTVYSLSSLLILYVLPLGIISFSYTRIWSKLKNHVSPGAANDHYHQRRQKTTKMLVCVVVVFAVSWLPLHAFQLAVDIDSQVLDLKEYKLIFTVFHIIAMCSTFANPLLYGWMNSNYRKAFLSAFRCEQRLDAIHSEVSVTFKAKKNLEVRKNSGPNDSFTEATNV
HCT116 bCat-KO = primary screen for growth suppressors in beta-catenin knockout HCT116 cells (colon tumor, human) | HCT116 beta-catenin knockout viability, CellTiter-Glo, 60 h; stronger effect = lower value | 140,000 tested, 1.5% active | viability, % at 10 µM;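 active = viability at or under a set limit, the compound median less 4 SD, cut at about 6% in these data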;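 note: 0% = Hyamine 1622 control at 20 µM and 100% = untreated cell control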
HCT116 PTEN-null = growth suppression of PTEN-null HCT116, primary screen, cell-based, CellTiter-Glo; viability, % at 10 µM; HCT116 PTEN-null viability, 60 h; stronger effect = lower value; 140,000 tested, 1.2% active;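 active = viability at or below a set limit, 4 SD under the median of all tested compounds, cut at about 3.7% in these data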;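 note: PTEN knockout HCT116 line with beta catenin targeted HCT116 as companion control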
Yeast life ext = compounds extending yeast replicative lifespan, primary screen, S. cerevisiae, OD615 | S. cerevisiae growth with nicotinamide; deaD strain in restrictive glucose medium | inhibition of the nicotinamide effect, % at 10 µM | 130,000 tested, 0.68% active | AID 775, 2007;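 active = inhibition above a set limit, placed 3 SD over the median of all compounds, cut at about 26% in these data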;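 note: 0% = nicotinamide-treated wells and 100% = cells grown without nicotinamide; some compounds called inactive have numbers as strong as hits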
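Buffer or medium: CSMM-D glucose medium, restrictive; test system: modified budding yeast, DeaD strain; compound: single dose 10 µM compound, 0.25% DMSO; schedule: culture preincubation 4 h, compound exposure 48 h, both 30 °C; detection: optical density (absorbance) at 615 nm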
E-sel TNF inh = E-selectin induction blockers in HUVEC – imaging, immunofluorescence, high content, primary screen. inhibition, % at 2 µM. 120,000 tested, 0.71% active. HUVEC TNFa-induced E-selectin immunofluorescence;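 active = inhibition above the batch mean plus 3 SD, and confirmed as a hit on visual image review, cut at about 43% in these data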;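 note: 0% = TNF-stimulated DMSO wells and 100% = unstimulated control wells; not every result past the cut was called active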
GALR2 blocker = GALR2 antagonists in receptor-expressing cells, primary screen; Galanin receptor type 2 (Homo sapiens), O43603; antagonist mode; inhibition, % at 4 µM; 140,000 tested, 0.39% active; AID 828, 2007; in the data active = inhibition above about 27%;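 note: cells stimulated with galanin 1-16 at roughly its EC80; 0% = agonist challenge control and 100% = basal control without agonist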
Target sequence (O43603 whole entry, looked up): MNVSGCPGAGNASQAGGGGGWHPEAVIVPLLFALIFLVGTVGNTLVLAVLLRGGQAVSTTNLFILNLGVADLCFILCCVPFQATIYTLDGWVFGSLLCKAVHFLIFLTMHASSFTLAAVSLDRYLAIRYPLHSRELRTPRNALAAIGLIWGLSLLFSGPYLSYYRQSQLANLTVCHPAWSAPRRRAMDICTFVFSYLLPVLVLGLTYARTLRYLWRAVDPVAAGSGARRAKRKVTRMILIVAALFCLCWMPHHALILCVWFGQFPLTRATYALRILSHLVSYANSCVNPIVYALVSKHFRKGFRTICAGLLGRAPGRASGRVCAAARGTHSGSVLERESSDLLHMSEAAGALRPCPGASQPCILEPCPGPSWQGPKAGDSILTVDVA
Yeast growth inh = growth inhibitors of yeast BB579 in restrictive medium, primary screen, yeast lifespan-shortening project, S. cerevisiae | OD615, 48 h | inhibition, % at 10 µM | 140,000 tested, 0.51% active | AID 804, 2007;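 active = inhibition above a set limit, 3 SD over the mean compound inhibition, cut at about 44% in these data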; note: inactives centre near -24
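System: Saccharomyces cerevisiae DeaD strain BB579, replicative lifespan model yeast | Buffer or medium: Restrictive glucose-based CSMM-D medium | Times: 4 h preincubation and 48 h exposure at 30 °C | Detection: OD615 turbidity measurement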
Phagocyt inh = inhibitors of macrophage phagocytosis, primary screen, imaging, J774A.1 cells, IgG beads; J774A.1 macrophage IgG-bead phagocytosis; 110,000 tested, 0.07% active; inhibition, % at 5 µM; AID 1029, 2008;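 active = inhibition above the mean of the plate negative controls plus 5 SD, cut at about 13% in these data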;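 note: phagocytic index as fraction of beads internalized from green versus red external bead signal; plate controls were DMSO negative control for no effect and cytochalasin-D positive control for full effect; some results beyond the cut were filed as inactive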
MRP-1 activ = H69AR viability gain despite doxorubicin, primary screen, MRP-1 activator project, H69AR cells, CellTiter-Glo | viability rescue | viability increase, % at 10 µM | 140,000 tested, 0.61% active;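 active = viability gain under doxorubicin at or above a set limit, the compound median plus 3 SD, cut at about 4.7% in these data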;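 note: MRP-1 overexpressing cells given doxorubicin 25 µM after compound pretreatment; 18-22 h compound pretreatment then 72 h with doxorubicin before readout; 0% = doxorubicin-only wells and 100% = vehicle-treated cells without doxorubicin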
Measles CPE = compounds protecting cells from measles virus cytopathic effect, primary screen, measles RdRp inhibitor project, single point, MLSMR library, absorbance; Measles virus-infected cells, CPE protection; protection (pct of control), % at 4 µM; 140,000 tested, 1.5% active; AID 841, 2007; in the data active = protection mostly above about 24%, no sharp cut-off; inactive = mostly below about 26%; note: some compounds called inactive have numbers as strong as hits
An asterisk follows results filed as active; . = not tested or not shown; & = joins results of further samples.

SMILES | NPY Y2 blocker | HCT116 bCat-KO | HCT116 PTEN-null | Yeast life ext | E-sel TNF inh | GALR2 blocker | Yeast growth inh | Phagocyt inh | MRP-1 activ | Measles CPE
COc1ccc(CC(=O)Nc2ccc3c(c2)CCC3)cc1OC | 4 | 68 | 63&65 | -15 | 31 | 7 | -43 | 0 | -0.5 | 2
O=C(CCCCCn1c(=O)[nH]c2ccsc2c1=O)NCc1ccc2c(c1)OCO2 | 0 | 79 | 90 | -10 | . | -1 | -26 | . | -2.1 | 2
Cc1ccc2oc(=O)c3cnn(CC(=O)N(CCCN4CCOCC4)Cc4ccco4)c3c2c1 | 4 | 92 | 101 | 3 | -29 | 6 | -43 | . | -3.5 | 41
COc1ccc(C)cc1NC(=O)C(=O)NNC(=O)c1ccco1 | 3 | 85 | 92 | 5 | . | -5 | -54 | 0 | -1.1 | 17
COc1ccc(C(=O)N2CCN=C2c2ccccc2)cc1OC | 1 | 95 | 104 | -7 | -9 | 4 | -23 | 0 | -1.4 | 27
C=CCSc1nc2ccccc2n1Cc1nnc(-c2cccs2)o1 | 3 | 93 | 86 | -2 | . | -7 | -47 | -1 | -0.7 | 2
Cc1ccccc1C(=O)NC(C(=O)Nc1nc2c(s1)CCCC2)C(C)C (configuration not stated) | 0 | 82 | 84 | -1 | . | -1 | -24 | 1 | -1.2 | 13
O=C(N1CCN(c2ccccn2)CC1)C(Cl)(Cl)Cl | 2 | 93 | 98 | 10 | 2 | -5 | -34 | 2 | 0.4 | 5
CCCC(=O)Nc1ccc(NC(=O)c2cccc(OC)c2)nc1 | 2 | 92 | 92 | -14 | 17 | -3 | -28 | 2 | -0.1 | 5
CN1C(=O)c2ccccc2C(C(=O)NCc2ccco2)C1c1c[nH]c2ccccc12 (configuration not stated) | -1 | 88 | 94 | -14 | 3 | -7 | -43 | -1 | -3.2 | 6
CCOc1ccc2cc(C(=O)c3ccccc3)c(=O)oc2c1 | 2 | 109 | 99 | -4 | . | 4 | 25 | 4 | 0.4 | 6
COc1ccc(N2CCN(C(=O)CSc3nc4c(c(=O)n(C)c(=O)n4C)n3C(C)C)CC2)cc1 | 2 | 90 | 90 | 3 | -3 | 2 | -19 | 0 | -0.2 | 7
COc1ccc(NC(=O)CN2CCN(c3ccc(Cl)cc3)CC2)c(OC)c1 | 10 | 76 | 73 | -15 | 10 | -14 | -47 | . | -2.5 | 6
CCCn1nc(C(=O)NCCc2ccc(S(N)(=O)=O)cc2)c2ccccc2c1=O | -1 | 88 | 84 | -3 | 51 | 8 | -21 | 0 | -2.9 | 12
CCCSc1ncc(Cl)c(C(=O)Nc2ccc(S(=O)(=O)N3CC(C)OC(C)C3)cc2)n1 (configuration not stated) | -5 | 64 | 53 | -17 | -7 | -1 | -18 | 0 | -0.5 | 6
O=C(Cn1ncc2c(=O)oc3ccccc3c21)N1CCc2ccccc2C1 | 5 | 95 | 107 | -6 | 90* | -6 | -37 | . | -0.8 | 16
CCOC(=O)C1CCN(c2c(NCc3ccc(C(=O)NC(C)CC)cc3)c(=O)c2=O)CC1 (configuration not stated) | 2 | 97 | 97 | -6 | -63 | 1 | -28 | -1 | -1.1 | 8
Cc1onc(-c2ccccc2Cl)c1C(=O)Nc1ccc(F)c(F)c1 | -2 | 79 | 76 | -11 | . | -23 | -23 | 2 | -0.1 | 6
NC(=S)NNc1cc(Cl)cc(Cl)c1 | 1 | 86 | 91 | -3 | -17 | 2 | 4 | 1 | -1.9 | 23
O=[N+]([O-])c1cc(C(F)(F)F)cc([N+](=O)[O-])c1NCc1cccnc1 | 2 | 83 | 95 | -1 | 46 | -11 | -20 | -5 | -2.9 | 7
CCc1nc(SCC(=O)Nc2cc(C)on2)c2c(=O)n(C)c(=O)n(C)c2n1 | -1 | 84 | 86 | -5 | . | 10 | 35 | -2 | -2.1 | 8
Cc1ccc(S(=O)(=O)N2CCN(CC(=O)NC3CCCc4ccccc43)CC2)c(C)c1 (configuration not stated) | 5 | 79 | 82 | -3 | 9 | 1 | -29 | 0 | -1.0 | 22
COc1ccc(NC(=O)Nc2nnc(C(C)C)s2)cc1 | 1 | 97 | 102 | -18 | -8 | -8 | 7 | 0 | 2.6 | 12
CC1=CN2C(=N)/C(=C/c3ccc(C)o3)C(=O)N=C2S1 | 2 | 94 | 97 | -4 | 28 | 3 | -47 | . | 0.0 | 14
COc1ccc(C/C(C)=N/NC(=O)c2ccncc2)cc1 | 2 | 91 | 101 | 2 | 6 | 2 | -19 | 0 | 0.6 | 7

New compounds follow.
SMILES | NPY Y2 blocker | HCT116 bCat-KO | HCT116 PTEN-null | Yeast life ext | E-sel TNF inh | GALR2 blocker | Yeast growth inh | Phagocyt inh | MRP-1 activ | Measles CPE
Cn1c(C(=O)N(Cc2ccccc2)Cc2cccs2)cc2sccc21 | 7 | 86 | 83 | -1 | -25 | -10 | -22 | 2 | -0.6 | 28
O=C(CC(C(=O)O)N1CCOCC1)Nc1ccc(Cl)cc1 (configuration not stated) | 3 | 104 | 94 | -15 | -17 | 3 | -31 | 1 | -1.0 | 3
CC(=O)n1nc(-c2ccc(Cl)cc2)nc1NCc1ccco1 | 3 | 62 | 71 | -9 | 14 | -6 | 7 | 0 | -4.3 | 13
Cc1ccc(/C=C/c2nc3ccccc3s2)s1 | 2 | 81 | 78 | -17 | -1 | -2 | -77 | -1 | -1.8 | 20
O=C(CN1C(=O)c2ccccc2S1(=O)=O)N1CCOCC1 | 0 | 96 | 99 | 5 | 5 | 3 | -35 | 2 | -2.3 | 8
CCc1nnc(NS(=O)(=O)c2ccc(NC(=S)NC(=O)/C=C/c3ccccc3)cc2)s1 | 0 | 93 | 99 | -1 | . | -3 | -1 | -11 | 0.1 | 63*
Cc1ccc(S(=O)(=O)NCC(C)NS(C)(=O)=O)cc1 (configuration not stated) | 1 | 83 | . | -9 | -1 | 9 | -16 | 0 | -0.5 | 36
Cc1cc(C)n(C(=O)CNC(=O)Cc2ccccc2)n1 | -2 | 94 | 99 | -15 | 7 | -11 | 11 | 0 | -0.3 | 8
O=C1C(Cc2cccc([N+](=O)[O-])c2)S/C(=N/N=C/c2ccco2)N1c1ccccc1 (configuration not stated) | 2 | 95 | 102 | 0 | . | 10 | -45 | -9 | -1.3 | 6
O=c1c2c3c(sc2nc2n1CCCCC2)CCCC3 | 0 | 80 | 91 | -12 | -14 | -3 | -16 | 0 | -0.8 | 8
Cc1ccccc1C(=O)N1CCc2ccccc2C1 | 2 | 96 | 85 | 1 | 4 | 3 | -33 | 1 | -1.1 | 17
Cc1ccc(C(=O)C(C)OC(=O)c2cc3cc([N+](=O)[O-])ccc3oc2=O)cc1 (configuration not stated) | 2 | 101 | 94 | 18 | 19 | -9 | -31 | 0 | -1.2 | 19
CCCCn1c(O)c(N=NC(=O)c2ccncc2)c2cc(Br)ccc21 | 4 | 32 | 27 | -4 | . | 3 | 8 | 1 | -3.9 | 5
CCCCc1[nH]c(=O)c(C#N)c2c1CCCC2 | 3 | 112 | 97 | -12 | 18 | -2 | -9 | . | -1.6 | 8
COc1ccccc1-c1cc(-c2cc(Cl)ccc2O)n[nH]1 | 0 | 37 | 55 | -3 | . | 17 | -56 | 1 | -2.8 | 5
CCCCCCOC(=O)C(C#N)c1nc2ccccc2nc1N1CCN(CC)CC1 (configuration not stated) | 7 | 107 | 98 | -11 | -17 | 6 | 0 | 3 | 0.7 | 7
Cc1cccc(Nc2nnc(SC/C(O)=C(\C#N)c3nc4ccccc4[nH]3)s2)c1C | 5 | 91 | 79 | 5 | 6 | 3 | -34 | -3 | -2.7 | 23
Cc1noc(C)c1C(=O)Nc1ccccn1 | 2 | 105 | 97 | -8 | 18 | -8 | -15 | 0 | -0.1 | 4
Cc1c(C(=O)NCC(C)C)sc2nc(-c3ccc(F)cc3)cn12 | 3 | 106 | 100 | 2 | -17 | 4 | -44 | -2 | -0.6 | 33
COc1ccc(CC(=O)NC(=S)Nc2ccc(S(=O)(=O)NC(C)(C)C)cc2)cc1 | 1 | 67 | 70 | -11 | -17 | 5 | -33 | . | -2.3 | 8
O=C(COC(=O)Cc1ccc(S(=O)(=O)N2CCOCC2)s1)NCc1ccccc1 | 0 | 103 | 101 | -6 | -9 | -9 | -14 | 2 | -2.7 | 19
CC(C)(C)NC(=O)NC(=O)COC(=O)C1CC(=O)N(Cc2ccccc2)C1 (configuration not stated) | 0 | 95 | 98 | -4 | -19 | 2 | -49 | 1 | 0.2 | 2
Cc1ccc(C2/C(=C(/O)c3ccc(Cl)cc3)C(=O)C(=O)N2CC2CCCO2)o1 (configuration not stated) | 3 | 85 | 95 | -19 | 16 | 11 | 2 | . | -2.8 | 6
CCOC(=O)c1sc(C)c(C(N)=O)c1NC1=NCCCCC1 | -1 | 68 | 82 | -18 | 18 | 1 | -32 | 0 | -4.4 | 28
COc1cc(C2NC(C(=O)O)CS2)ccc1OCc1ccccc1C#N (configuration not stated) | 2 | 92 | 104 | -7 | -53 | 12 | -34 | 2 | 2.3 | 7

The list goes on.
SMILES | NPY Y2 blocker | HCT116 bCat-KO | HCT116 PTEN-null | Yeast life ext | E-sel TNF inh | GALR2 blocker | Yeast growth inh | Phagocyt inh | MRP-1 activ | Measles CPE
COC(=O)Nc1ccc(OCC(=O)N2CCOCC2)cc1 | 0 | 98 | 102 | 3 | 10 | -7 | -26 | -5 | -2.8 | 6
COc1cccc(CN(Cc2ccccc2F)S(=O)(=O)c2ccc(S(=O)(=O)NCc3ccccc3)cc2)c1 | -1 | 95 | 104 | 12 | . | 2 | -40 | -7 | -3.1 | 7
O=C(NCCN1CCOCC1)c1ccc2c(c1)ncn2C1CCCCC1 | 4 | 97 | 98 | -8 | . | -6 | -17 | . | -2.0 | 4
CCOC(=O)N1CCN(C(=O)COc2ccc(Cl)cc2)CC1 | -2 | 110 | 97 | -3 | -47 | -3 | 6 | 1 | 0.1 | 6
CCN(CCCNC(=O)C1CCC(=O)N1C(C)C)c1cccc(C)c1 (configuration not stated) | 4 | 105 | 96 | -6 | 29 | 4 | -29 | 1 | -2.0 | 11
COc1ccc(Cc2c(C)nc(N)nc2Cl)cc1 | 3 | 94 | 93 | -2 | . | 9 | -16 | -10 | -0.1 | 2
N#Cc1ccc(-c2ccccc2)nc1Sc1ccc(F)cc1 | 2 | 64 | 66 | 4 | -16 | 8 | -58 | 2 | -4.6 | 4

Screening data (PubChem BioAssay)
